High-throughput results deposited in PubChem BioAssay by National Center for Advancing Translational Sciences (NCATS).
Tb PFK block: T. brucei PFK enzyme inhibition; 330,000 compounds, 0.17% hits; T. brucei PFK, ADP-Glo luminescence; O15648; AID 485367; Potency, µM (highest dose often 57.5 µM), for inactives: at the top dose activity, negative = inhibition, actives largely listed as inhibitors;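 also: potency is read from the fitted curve at half-maximal effect; 0% = uninhibited 1x PFK enzyme wells and -100% = no-enzyme wells; nearly all actives have a fitted effect of over 60% in size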
Target sequence (O15648 whole entry, looked up): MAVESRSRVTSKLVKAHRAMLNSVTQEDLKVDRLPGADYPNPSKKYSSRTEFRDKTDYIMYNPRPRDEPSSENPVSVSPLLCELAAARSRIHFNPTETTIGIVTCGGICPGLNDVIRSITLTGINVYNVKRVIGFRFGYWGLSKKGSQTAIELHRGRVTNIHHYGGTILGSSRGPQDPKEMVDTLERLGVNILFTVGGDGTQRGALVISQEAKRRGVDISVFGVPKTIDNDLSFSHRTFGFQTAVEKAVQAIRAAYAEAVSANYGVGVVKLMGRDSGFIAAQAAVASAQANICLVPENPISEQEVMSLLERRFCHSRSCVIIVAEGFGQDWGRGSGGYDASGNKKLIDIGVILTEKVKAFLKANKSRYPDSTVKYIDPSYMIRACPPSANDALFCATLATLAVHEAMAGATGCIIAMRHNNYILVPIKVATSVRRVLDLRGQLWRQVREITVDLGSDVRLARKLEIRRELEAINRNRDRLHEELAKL
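In TEA buffer at pH 8.0 with 5 mM MgCl2, enzyme (1.25 nM) converted F6P (0.5 mM) and ATP (0.1 mM) for 45 min at room temperature. ADP product was read by luciferase luminescence.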
A-T KAP1 phos: potential ataxia-telangiectasia treatment. 320,000 compounds, 0.19% hits. Potency, µM (series often up to 57.5 µM), for inactives: top-dose activation, usual class: activators. […] A-T fibroblasts, KAP-1 phosphorylation AlphaLISA; neocarzinostatin DNA damage 30 min before lysis; also: potency is read from the fitted curve at half-maximal effect; % of control where 0% means no effect; nearly all actives have a fitted effect of over 45% in size
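hTERT-immortalized A-T patient fibroblasts ([…]), 500 cells/well in OPTI-MEM, 1% FBS, got compounds for 60 min, then NCS for 30 min at 37C. Lysates were then assayed for phospho-KAP-1 by AlphaLISA (anti-pKAP1 donor, anti-KAP1 acceptor beads), 6 hr at 25C.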
TSHR antag: human thyrotropin receptor antagonism; P16473; TSHR-expressing cells, TSH-stimulated cAMP HTRF, 2 h; hits give low values; activity change, negative = inhibition, % at 11.5 µM; 330,000 compounds, 0.2% hits; AID 504810;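 active = activity change below a set negative limit, meaning inhibition stronger than a set level, cut at about -70% in these data; inconclusive = activity change between two set negative limits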; also: % is scaled to controls: 0 for no effect and ±100 for the full control effect
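TSHR-expressing cells were treated with compounds, then stimulated with TSH at EC80 (4nM final) for 2 hours at 37 deg C. Cellular cAMP was measured by HTRF competition between lysate cAMP and cAMP-d2 for a cryptate-labelled anti-cAMP antibody.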
Giardia kill: Giardia lamblia killing. AID 540267. Giardia lamblia trophozoite viability. activity change, % at 7.66 µM, hits read low. 340,000 compounds, 0.15% hits; in the data active = activity change below about -80%; inconclusive = between about -30% and that limit;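 also: parasites exposed to compound for two days anaerobically before the ATP read; % is scaled to controls: 0 for no effect and ±100 for the full control effect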
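Each well holds 100 Giardia trophozoites and compound. After two days (48 hrs) at 37 deg C in anaerobic conditions, ATP is quantified by luminescence.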
CXXC DNA block: inhibitors of human MLL CXXC domain-DNA interaction. 290,000 compounds, 0.037% hits. Q03164. Potency, µM (highest dose often 115 µM), inactives show top-dose activity change, negative = inhibition, most hits filed as inhibitors. MLL-CXXC / FITC-HOXA9 DNA fluorescence polarization; active = well fitted inhibition curve with a large enough effect in the polarisation, with a control signal flat, not every such curve was filed as active; inconclusive = small, poorly fitted or top-dose-only effect, or effect the other way, or a change in a side signal; inactive = no such curve, though single readings can be large or run the other way; the % refers to the polarisation; also: potency is read from the fitted curve at half-maximal effect
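Steps: dispense CXXC domain solution (7 uM) → pin compounds or unlabeled HOX-A9 DNA control → 5 min ambient → add FLSN-HOX-A9 solution (50 nM) → spin → 30 min ambient → fluorescence polarization. Tris pH 7.5/NaCl/DTT/BSA buffer.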
TCR act: activators of T cell receptors. Potency, µM (series often up to 9.22 µM), inactives show at the top dose activation of IL-2 secretion, usual class: activators. primary human leukocytes, anti-CD3, IL-2 HTRF, 48 h. 330,000 tested, under 10 active; also: % of control where 0% means no effect
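48 hr co-incubation of compounds, a-CD3 beads and primary human leukocytes; IL-2 quantified homogeneously by HTRF with anti-IL-2 K and d2 conjugates.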
FBPA coupling cs: coupling enzyme interference in Giardia aldolase counter-screen; coupling enzyme system counterscreen, AmpLite Red fluorescence; activity change, negative = inhibition, % at 58.2 µM, hits read low; 290,000 compounds, 0.67% hits; AID 2472; in the data active = activity change below about -30%; also: % is scaled to controls: 0 for no effect and ±100 for the full control effect
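Compounds tested against the coupling enzymes alone at 57.5 uM final; readout was AmpLite Red fluorescence (525/598 nm) after 20 min at RT.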
Chronic BCR inh: blocks chronic active B-cell receptor signaling. ABC-DLBCL IkBa-CBG/CBR reporter, luminescence ratio, 4 h. Potency, µM (top dose mostly 46.1 µM), inactives show at the highest dose ratio change, negative = lower green/red ratio, most hits filed as inhibitors. 340,000 compounds, 0.05% hits; active = well fitted inhibition curve with a large enough effect in the signal ratio, with a control signal flat, not every such curve was filed as active; inconclusive = small, poorly fitted or top-dose-only effect, or effect the other way, or a change in a side signal; the % refers to the signal ratio;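 also: potency is read from the fitted curve at half-maximal effect; plate controls were basal doxycycline-induced cells for no effect and cells given 10 µM MG132 for full effect; MG132 reads +100%, hits lower the ratio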
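Concentration-response series (up to 46 uM) were applied to TMD8 dual-reporter cells for 4 h at 37C with doxycycline. Green/red ratio, after filter-overlap correction, defined %Activity; red signal alone was normalised to basal cells and zero luminescence.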
KCNH2 WT inh: blocks the wildtype human KCNH2 potassium channel. 340,000 compounds, 0.37% hits. activity change, % at 1.84 µM. U2OS, BacMam KCNH2, thallium flux FluxOr; hits give low values;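 active = maximum activity change below -70%; inconclusive = maximum activity change between -70% and -50%; inactive = maximum activity change above -50%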; also: % is scaled to controls: 0 for no effect and ±100 for the full control effect
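U2OS cells transduced with wild-type KCNH2 virus are loaded with FluxOr dye for 45 min, and thallium flux is measured in kinetic reads before and after stimulation buffer. Rate constants are normalized to DMSO controls.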
GALK inh: galactokinase (human) inhibition; P51570; Potency, µM (highest dose often 57.5 µM), inactives show at the top dose activity change, negative = inhibition, hits mostly inhibitors; Purified GALK, Kinase-Glo residual ATP luminescence; 270,000 compounds, 0.007% hits; also: potency is read from the fitted curve at half-maximal effect; % is scaled to controls: 0 for no effect and ±100 for the full control effect
Target sequence (P51570 whole entry, looked up): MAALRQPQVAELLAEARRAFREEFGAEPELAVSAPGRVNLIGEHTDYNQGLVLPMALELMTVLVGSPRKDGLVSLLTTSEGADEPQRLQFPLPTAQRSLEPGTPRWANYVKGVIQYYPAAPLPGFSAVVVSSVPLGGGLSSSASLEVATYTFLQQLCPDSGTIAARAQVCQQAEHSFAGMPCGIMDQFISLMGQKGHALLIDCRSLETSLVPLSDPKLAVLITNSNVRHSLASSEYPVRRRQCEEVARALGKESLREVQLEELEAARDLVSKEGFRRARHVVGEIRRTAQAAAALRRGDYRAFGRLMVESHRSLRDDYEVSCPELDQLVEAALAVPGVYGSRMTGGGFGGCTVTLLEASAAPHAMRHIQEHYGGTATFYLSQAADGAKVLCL
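ATP-depletion format; final 35 uM ATP, 100 uM D-galactose, 5 nM enzyme; pH 8.0 HEPES/Mg2+ buffer; 60 min RT; luminescence read 10 min after detection reagent.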
Starred values were filed as active, the others as inactive; [ ] = remark or other dose. Unless noted, calls follow the shape of the dose curve; as a rule, active = well fitted curve in the direction sought with a large enough effect; inconclusive = small, poorly fitted or top-dose-only effect, or another doubt; inactive = no such curve, though single readings can be large; an effect the other way counts as inactive or inconclusive. Random draw from the library (roughly 1.6% active in at least one column).

Screening CCOC(=O)Nc1ccc2c(c1)N(C(=O)N1CCN(C)CC1)c1ccccc1CC2 returned Tb PFK block 0%, A-T KAP1 phos -1%, TSHR antag 0, Giardia kill -27, CXXC DNA block -6%, TCR act 6%, FBPA coupling cs 2, Chronic BCR inh 11%, KCNH2 WT inh 5 and GALK inh 4%.
Cc1ccc(C)c(NC(=S)N2CCC(c3nc4ccccc4s3)CC2)c1 was read as Tb PFK block 1%, A-T KAP1 phos -1%, TSHR antag 17, Giardia kill -10, CXXC DNA block 11%, TCR act -2%, FBPA coupling cs 1, Chronic BCR inh inconclusive, KCNH2 WT inh -19 and GALK inh 2%.
Screening CCC(=O)Nc1ccc(C(=O)CSc2nc3ccc(C)cc3[nH]2)cc1 returned Tb PFK block 0%, A-T KAP1 phos 8%, TSHR antag -1, Giardia kill 1, CXXC DNA block 4%, TCR act -2%[46.1 µM], FBPA coupling cs 2, Chronic BCR inh 1%, KCNH2 WT inh 9 and GALK inh -1%.
CC(C)(C)OC(=O)NC(Cc1ccccc1)C(=O)O (configuration not stated) was read as Tb PFK block 0%, A-T KAP1 phos 0%, TSHR antag 2, Giardia kill -23, CXXC DNA block -7%, TCR act -6%, FBPA coupling cs 2, Chronic BCR inh inconclusive, KCNH2 WT inh -11 and GALK inh -4%.
Screening CCCCN(CC)C(=O)c1cccc(Cl)c1 returned Tb PFK block -1%, A-T KAP1 phos -12%, TSHR antag 5, Giardia kill 6, CXXC DNA block 1%, TCR act 1%, FBPA coupling cs 5, Chronic BCR inh 12%, KCNH2 WT inh -7 and GALK inh 1%.
`CCOc1ccc(/C=N/NC(=O)c2cc(-c3cccn3C)n[nH]2)cc1` gave Tb PFK block 0%, A-T KAP1 phos -2%, TSHR antag -7, Giardia kill -10, CXXC DNA block -1%, TCR act 2%, FBPA coupling cs 0, Chronic BCR inh -17%, KCNH2 WT inh -3 and GALK inh -1%.
For O=C(Nc1cccc(-c2nnn(CC(=O)N3CCc4ccccc4C3)n2)c1)C1CCC1 the results were Tb PFK block 24µM*, A-T KAP1 phos -2%, TSHR antag 18, Giardia kill 5, CXXC DNA block 20%, TCR act 0%, FBPA coupling cs 2, Chronic BCR inh -1%, KCNH2 WT inh -7 and GALK inh -1%.
`Cc1ccc(N(CC(=O)NCc2ccncc2)S(C)(=O)=O)cc1Cl` gave Tb PFK block 3%, A-T KAP1 phos 10%, TSHR antag -6, Giardia kill -2, CXXC DNA block -13%, TCR act 11%, FBPA coupling cs 3, Chronic BCR inh 1%, KCNH2 WT inh 4 and GALK inh 0%.
`Nc1cc(C(F)(F)F)ccc1Nc1ccccc1` gave Tb PFK block -20%, A-T KAP1 phos 10%, TSHR antag 13, Giardia kill 3, CXXC DNA block 6%, TCR act -3%, FBPA coupling cs 1, Chronic BCR inh -8%, KCNH2 WT inh -5 and GALK inh 5%.
CCN(c1ccccc1)S(=O)(=O)c1ccc2[nH]cc(C(=O)NCCOC)c(=O)c2c1 was read as Tb PFK block 3%, A-T KAP1 phos -1%, TSHR antag 0, Giardia kill -11, CXXC DNA block -7%, TCR act -6%, FBPA coupling cs 0, Chronic BCR inh 4%, KCNH2 WT inh 3 and GALK inh 0%.
`CC[C@@]1(C(=O)OC)N[C@H](CN(C)C(=O)NC(C)C)[C@@H]2C(=O)N(C)C(=O)[C@@H]21` gave Tb PFK block 13%, A-T KAP1 phos 4%, TSHR antag -4, Giardia kill 4, TCR act 4%, Chronic BCR inh 0% and KCNH2 WT inh 2.
Screening c1ccc(CCc2nc(-c3ccc(-n4cccc4)cc3)no2)cc1 returned Tb PFK block 0%, A-T KAP1 phos 15%, TSHR antag -15, Giardia kill -13, CXXC DNA block -3%, TCR act -4%, FBPA coupling cs -1, Chronic BCR inh 2%, KCNH2 WT inh 2 and GALK inh 4%.
Screening COc1ccc(-c2nc(N)n(C(=O)c3ccccc3Cl)n2)cc1 returned Tb PFK block -1%, A-T KAP1 phos 5%, TSHR antag 7, Giardia kill 9, CXXC DNA block 103%[activator], TCR act -3%[46.1 µM], FBPA coupling cs 0, Chronic BCR inh -2%, KCNH2 WT inh -5 and GALK inh -3%.
Screening COc1ccc(-c2ccc(C(=O)O)c(=O)[nH]2)cc1 returned Tb PFK block 2%, A-T KAP1 phos 8%, TSHR antag -29, Giardia kill -10, CXXC DNA block -2%, TCR act -9%, FBPA coupling cs -11, Chronic BCR inh 6%, KCNH2 WT inh 2 and GALK inh 2%.
`COc1cccc(OCCOc2cccc(/C=N/n3cnnc3)c2)c1` gave Tb PFK block -8%, A-T KAP1 phos 6%, TSHR antag -9, Giardia kill -3, CXXC DNA block 13%, TCR act 3%, FBPA coupling cs -5, Chronic BCR inh -18%, KCNH2 WT inh 10 and GALK inh -1%.
`Cc1nc(N)sc1-c1csc(Nc2ncccn2)n1` gave Tb PFK block inconclusive, A-T KAP1 phos -10%, TSHR antag -28, Giardia kill -9, CXXC DNA block 53%[activator], TCR act 2%, FBPA coupling cs -7, Chronic BCR inh 2%, KCNH2 WT inh -7 and GALK inh -1%.
For Cc1ccccc1-n1ncc2c1CC(C)(C)CC2NC(=O)CCn1cncn1 (configuration not stated) the results were Tb PFK block 0%, A-T KAP1 phos -4%, TSHR antag 41, Giardia kill -6, CXXC DNA block 10%, TCR act -4%, FBPA coupling cs 0, Chronic BCR inh 4% and KCNH2 WT inh 7.
`Cc1cc(C(C)(C)C)cc(C)c1S(=O)(=O)N1CCN(C(=O)c2cc([N+](=O)[O-])c[nH]c2=O)CC1` gave Tb PFK block -2%, A-T KAP1 phos 6%, TSHR antag -6, Giardia kill -14, CXXC DNA block 23%, TCR act -4%, FBPA coupling cs 6, Chronic BCR inh 9%, KCNH2 WT inh -6 and GALK inh -11%.
`COCCNC(=S)N1CCN(c2cccc(C(F)(F)F)c2)CC1` gave Tb PFK block -24%, A-T KAP1 phos 2%, TSHR antag -13, Giardia kill 28, CXXC DNA block 10%, TCR act 1%, FBPA coupling cs 0, Chronic BCR inh 7%, KCNH2 WT inh 18 and GALK inh 1%.
`S=c1nc(-c2ccccc2Cl)n(Cc2cccnc2)c2c1CCCC2` gave Tb PFK block -5%, A-T KAP1 phos -5%, TSHR antag 4, Giardia kill -4, CXXC DNA block -4%, TCR act -7%[46.1 µM], FBPA coupling cs 2, Chronic BCR inh 1% and KCNH2 WT inh 4.
For CCOC(=O)c1cnc(-n2nc(C)cc2C)nc1NNc1nc(C)cc(C)n1 the results were Tb PFK block -5%, A-T KAP1 phos 2%, TSHR antag 0, Giardia kill -3, CXXC DNA block 16%, TCR act -7%, FBPA coupling cs 3, Chronic BCR inh -11%, KCNH2 WT inh -6 and GALK inh 1%.
For Cn1c(Cn2c(C(F)(F)F)nc3ccccc32)nc2ccccc21 the results were Tb PFK block -4%, TSHR antag 4, Giardia kill -15, CXXC DNA block 3%, TCR act -2%, FBPA coupling cs -3, Chronic BCR inh -30%, KCNH2 WT inh -8 and GALK inh 1%.
`Cc1sc2ncn(-n3c(C)ccc3C)c(=O)c2c1C` gave Tb PFK block 3%, A-T KAP1 phos 4%, TSHR antag -8, Giardia kill 5, CXXC DNA block 2%, TCR act 5%, FBPA coupling cs 1, Chronic BCR inh 0%, KCNH2 WT inh -16 and GALK inh -1%.
Screening CCCn1c(CCC(=O)O)nc2cc(S(=O)(=O)N3CCCC3)ccc21 returned Tb PFK block 0%, A-T KAP1 phos -7%, TSHR antag -2, Giardia kill 1, CXXC DNA block 0%, TCR act -4%, FBPA coupling cs 1, Chronic BCR inh 2%, KCNH2 WT inh 1 and GALK inh 0%.
Cc1cccc(/C=N/n2c(C)cc(C)c(C#N)c2=O)c1 was read as Tb PFK block -10%, A-T KAP1 phos -1%, TSHR antag 10, Giardia kill 14, CXXC DNA block 0%, TCR act 6%[46.1 µM], FBPA coupling cs 0, Chronic BCR inh -4%, KCNH2 WT inh -10 and GALK inh 1%.
CCN(Cc1ccncc1)Cc1ccc(Br)cc1 was read as Tb PFK block 0%, A-T KAP1 phos 2%, TSHR antag -5, Giardia kill -24, CXXC DNA block 7%, TCR act -2%, FBPA coupling cs -4, Chronic BCR inh 7%, KCNH2 WT inh 6 and GALK inh -4%.
Screening CCN(CC)C(=O)CSc1nc2ccccc2c(=O)[nH]1 returned Tb PFK block -3%, A-T KAP1 phos 10%, Giardia kill -2, CXXC DNA block -3%, TCR act 11%, FBPA coupling cs -3, Chronic BCR inh inconclusive, KCNH2 WT inh 1 and GALK inh 0%.
Screening CC(C)(CNS(=O)(=O)c1ccc(F)cc1)CNS(=O)(=O)c1ccc(F)cc1 returned Tb PFK block -11%, A-T KAP1 phos 4%, TSHR antag 2, Giardia kill 6, CXXC DNA block -3%, TCR act 5%, FBPA coupling cs -3, Chronic BCR inh -1%, KCNH2 WT inh -4 and GALK inh 0%.
